Mcl1 Bid PPI – disrupts binding of human Mcl-1 to Bid peptide | Q07820 | TR-FRET Mcl-1/Bid-Dy647 peptide binding, 1536-well | inhibition, % at 21.7 µM | actives 0.97% (n = 220,000) | AID 1021;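 active = compounds that cut the binding signal by more than half at the single screening dose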;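 note: His-tagged Mcl-1 with europium anti-His antibody binding Bid BH3 peptide; 0% = Mcl-1 plus peptide wells and 100% = peptide-only wells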
Target sequence (Q07820 whole entry, looked up): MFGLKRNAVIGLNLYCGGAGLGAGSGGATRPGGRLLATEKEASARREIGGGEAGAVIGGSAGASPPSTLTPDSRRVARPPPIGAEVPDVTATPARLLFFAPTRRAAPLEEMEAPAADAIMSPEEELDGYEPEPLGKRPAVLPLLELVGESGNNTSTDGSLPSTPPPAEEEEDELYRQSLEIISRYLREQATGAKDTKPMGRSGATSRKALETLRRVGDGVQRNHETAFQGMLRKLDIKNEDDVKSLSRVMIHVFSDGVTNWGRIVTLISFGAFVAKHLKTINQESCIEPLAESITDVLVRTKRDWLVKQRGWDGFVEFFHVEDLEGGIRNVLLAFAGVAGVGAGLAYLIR
RGS4-Gao reg – human RGS4-Galphao interaction regulation; Multiplexed bead flow cytometry, RGS4-Galphao binding; actives lie on both sides; binding response (% of control), % at 10 µM; actives 0.33% (n = 220,000); AID 1415; in the data active = binding response below about 49% or above about 150%; inactive = in between;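 note: fluorescent Galphao activated with aluminum fluoride binding bead-coupled RGS4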
Mcl-1 Bim block – inhibitors of Bim-Mcl-1 interaction, human | Q07820 | Bead-based flow cytometry, Bim peptide-Mcl-1 binding | inhibition, % at 10 µM | actives 0.1% (n = 190,000);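 note: 0% = no compound tracer wells and 100% = peptide blocker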
Bcl-2 Bim block – disrupts Bim peptide binding to human Bcl-2 | Bead-based flow cytometry, Bim peptide-Bcl-2 binding | inhibition, % at 10 µM | actives 0.06% (n = 190,000); in the data active = inhibition above about 40%; inconclusive = no clear call, values can overlap the other calls;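 note: 0% = no compound wells with probe peptide and 100% = reference peptide inhibitor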
Target sequence (P10415 whole entry, looked up): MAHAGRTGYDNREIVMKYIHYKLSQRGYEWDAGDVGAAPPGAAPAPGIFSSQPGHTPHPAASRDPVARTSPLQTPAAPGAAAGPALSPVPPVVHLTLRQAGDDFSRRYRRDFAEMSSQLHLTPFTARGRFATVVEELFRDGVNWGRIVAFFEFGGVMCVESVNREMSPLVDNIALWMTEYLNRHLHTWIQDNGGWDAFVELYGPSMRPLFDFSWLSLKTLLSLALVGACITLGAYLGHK
RGS8-Gao – modulates binding of RGS8 to human Galphao; P09471; multiplexed bead flow cytometry; actives lie on both sides; response (percent of control binding), % at 10 µM; actives 0.34% (n = 220,000); AID 1423; in the data active = response below about 60% or above about 140%; inactive = in between;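 note: Galphao activated as the GDP aluminium fluoride complex binding bead-coupled RGS8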
Bim-Bcl-W – inhibitors of Bim-Bcl-W interaction, human | AID 952 | Q92843 | actives 0.02% (n = 190,000) | bead-based flow cytometry, Bim peptide-Bcl-W binding | inhibition, % at 10 µM;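 note: 0% = bound tracer without compound and 100% = peptide blocker; higher means less fluorescent Bim peptide bound to Bcl-W beads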
Target sequence (Q92843 whole entry, looked up): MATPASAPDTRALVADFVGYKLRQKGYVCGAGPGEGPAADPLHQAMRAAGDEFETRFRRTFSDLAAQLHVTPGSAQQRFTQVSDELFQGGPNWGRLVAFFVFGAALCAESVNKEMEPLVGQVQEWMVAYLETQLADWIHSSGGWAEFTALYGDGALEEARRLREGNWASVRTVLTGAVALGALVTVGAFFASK
Bcl-XL Bim block – inhibitors of Bim-Bcl-XL interaction, human; Q07817; inhibition, % at 10 µM; Bim peptide-Bcl-XL binding, bead flow cytometry, fluorescence; actives 0.04% (n = 190,000)
Target sequence (Q07817 whole entry, looked up): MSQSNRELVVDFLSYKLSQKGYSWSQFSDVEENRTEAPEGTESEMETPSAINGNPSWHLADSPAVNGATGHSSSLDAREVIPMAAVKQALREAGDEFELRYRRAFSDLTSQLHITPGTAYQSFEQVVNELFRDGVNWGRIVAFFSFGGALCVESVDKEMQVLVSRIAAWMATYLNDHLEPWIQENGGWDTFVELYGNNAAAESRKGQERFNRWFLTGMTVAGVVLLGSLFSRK
GSH fluor – compound fluoresces at 488/530 nm on GSH beads; GSH beads flow cytometry, compound fluorescence 488/530 nm; hits give high values; fluorescence (KMESF) at 10 µM; actives 0.25% (n = 190,000); AID 1776; in the data active = fluorescence above about 89;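 note: glutathione beads carrying GST-tagged Bcl family fusion proteins plus one bare bead set; values are compound well signal with DMSO vehicle wells as background; inactives centre near 16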
Bim-Bcl-B – human Bim-Bcl-B interaction inhibition; Q9HD36; bead-based flow cytometry, Bim peptide-Bcl-B binding; inhibition, % at 10 µM; actives 0.073% (n = 190,000); AID 951;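 note: 0% = tracer peptide without compound and 100% = reference inhibitor peptide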
Bfl-1 Bim block – human Bim-Bfl-1 interaction inhibition | actives 0.12% (n = 190,000) | Q16548 | Bead-based flow cytometry, Bim-Bfl-1 binding inhibition | AID 1008 | inhibition, % at 10 µM;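 note: 0% = wells without compound plus tracer and 100% = blocker peptide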
RGS7-Gao – regulators of human RGS7-Galphao interaction; binding response (% of control), % at 10 µM; actives 0.35% (n = 220,000); P09471; Multiplexed bead flow cytometry, RGS7-Galphao binding; actives lie on both sides; in the data active = binding response below about 49% or above about 150%; inconclusive = no clear call, values can overlap the other calls; inactive = in between;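 note: fluorescent Galphao held in activated GDP-AlF4 state binding bead-coupled RGS7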
Active calls of the source: *; ? = inconclusive. Cut-off read from the data, not from the text of the source, unless noted: active = inhibition above about 40%.

Sequence of screens – Mcl1 Bid PPI | RGS4-Gao reg | Mcl-1 Bim block | Bcl-2 Bim block | RGS8-Gao | Bim-Bcl-W | Bcl-XL Bim block | GSH fluor | Bim-Bcl-B | Bfl-1 Bim block | RGS7-Gao
1: CCCC(C(=O)NC1CCCC1)N(Cc1ccc2c(c1)OCO2)C(=O)c1snc(C(N)=O)c1N (configuration not stated)
  -11 | 102 | -3 | -15 | 104 | 0 | -10 | 31 | -5 | -13 | 104
2: O=C(O)CCNS(=O)(=O)c1ccc2c(c1)CCCC2
  -12 | 97 | 0 | -3 | 97 | -2 | -3 | 16 | -3 | -5 | ?
3: CN(C(=O)CSc1nnc(-c2ccc(Cl)cc2)n1CC1CCCO1)C1CCS(=O)(=O)C1 (configuration not stated)
  -39 | 97 | -2 | 1 | 98 | -5 | -4 | 15 | 0 | 5 | ?
4: Cc1[nH]n(-c2ccccc2)c(=O)c1/C=N/n1c(C)nc2ccccc2c1=O
  -66 | 100 | -1 | -2 | 104 | -1 | -3 | 27 | 0 | -2 | 104
5: CC(=O)c1c(C)[nH]c(C(=O)OCC(=O)NCCc2ccc(Cl)cc2)c1C
  -4 | 104 | 0 | -5 | 100 | 3 | 1 | 48 | -6 | -9 | 102
6: Cc1cc(S(=O)(=O)NCC(=O)O)ccc1F
  14 | 89 | -2 | -3 | 92 | 3 | 1 | 15 | -4 | 0 | 95
7: CS(=O)(=O)c1cccc(C(=O)NC(c2ccccc2)c2ccccc2)c1
  -17 | 102 | -5 | -9 | 100 | -1 | -9 | 35 | -8 | -16 | 100
8: O=C(Nc1ccc(F)c(F)c1)c1ccc2c(c1)OCO2
  -11 | 104 | -1 | -8 | 101 | 2 | -2 | 30 | -7 | -16 | 100
9: Cc1cc(CNC(=O)CCc2nnc(CCCc3ccccc3)o2)nn1C
  2 | 98 | -2 | -3 | 93 | -2 | -1 | 16 | 2 | 2 | 100
10: CCn1c(C)cc(/C=C2\NC(=O)N(CC(=O)Nc3cccc(C)c3)C2=O)c1C
  33 | 99 | 0 | -3 | 98 | 2 | -3 | 43 | -4 | -3 | 96
11: COc1cccc(-n2nnc3c(=O)n(Cc4ccccc4F)cnc32)c1
  -20 | 89 | -2 | -8 | 93 | 0 | -4 | 32 | -6 | -18 | 89
12: O=C(c1ccc([N+](=O)[O-])cc1)N(Cc1ccc(Cl)cc1)N1C(=O)CCCC1=O
  1 | 105 | -5 | -2 | 104 | 6 | -11 | 43 | -6 | -8 | 101
13: Cc1cccc(NC(=O)C(=O)NCCCN2CCOCC2)c1
  -18 | 104 | -2 | -3 | 102 | -1 | 0 | 16 | -3 | -6 | 97
14: COc1ccc(C2Sc3nncn3N2Cc2ccc(C#N)cc2)cc1 (configuration not stated)
  -15 | 100 | 0 | -3 | 101 | 0 | 0 | 11 | 0 | 0 | 106
15: CCOC(=O)Cc1cc(=O)n2[nH]cc(-c3cccc(Br)c3)c2n1
  -28 | 104 | -3 | 0 | 106 | -3 | -2 | 10 | 1 | 5 | 99
16: CC(=O)Nc1c(O)nc(SCC(=O)Nc2nnc(CC(C)C)s2)[nH]c1=O
  20 | 97 | -8 | -8 | 101 | -4 | -10 | 26 | -12 | -22 | 97
17: CN(C)/C=C/C1=CC(=O)CC(C)(C)C1
  -34 | 100 | 1 | 2 | 101 | -2 | -4 | 14 | -2 | -3 | 97
18: CCOC(=O)c1sc(=S)n(-c2cccc(C(F)(F)F)c2)c1SC
  -6 | 106 | 1 | -8 | 104 | -1 | -5 | 24 | -7 | -11 | 101
19: [O-]/C(=C(\C(=S)Nc1cccc2ccccc12)[n+]1ccccc1)c1ccc2c(c1)OCCO2
  -26 | 110 | -5 | -8 | 106 | -2 | -12 | 35 | -18 | -4 | 114
20: O=C(NC(=O)N1CCN(c2ccccc2F)CC1)c1ccccc1
  -2 | 103 | 5 | 8 | 109 | 5 | 2 | 26 | 6 | 6 | 101
21: O=C1CC(Nc2ccccc2)C(=O)N1Cc1ccccc1 (configuration not stated)
  -25 | 102 | -1 | -5 | 103 | -1 | -5 | 34 | -7 | -12 | 97
22: CC(=O)c1ccc(NC(=O)Nc2ccc([N+](=O)[O-])cc2)cc1
  6 | 111 | -4 | -3 | 107 | -5 | -6 | 8 | -8 | -3 | 99
23: C=CCNC(=S)N1CCc2c([nH]c3ccccc23)C1C (configuration not stated)
  -36 | 98 | 1 | 4 | 100 | -3 | 0 | 14 | -2 | 0 | ?
24: COc1ccc(Cc2nnc(NS(=O)(=O)Cc3ccccc3)s2)cc1
  11 | 98 | -4 | -10 | 99 | -3 | -4 | 30 | -11 | -16 | 100
25: CC(=O)N1N=C(c2ccc(Cl)cc2)OC1c1ccc(C(C)C)cc1 (configuration not stated)
  -6 | 101 | 0 | -2 | 101 | 0 | 0 | 11 | 0 | 0 | 102
26: O=C1C2C3C=CC(CC3)C2C(=O)N1/N=C/c1ccc(O)cc1 (configuration not stated)
  -3 | 99 | -2 | -8 | 99 | -1 | -22 | 30 | -12 | -15 | 100
27: Cc1nc(SCC(N)=O)[nH]c(=O)c1Cc1ccc(OC(C)C)cc1
  -50 | 86 | 1 | 1 | 97 | 0 | 0 | 50 | 0 | -2 | 85
28: CC(C)CN=C(NS(=O)(=O)c1ccccc1)C(Cl)(Cl)Cl
  2 | 91 | -3 | -4 | 98 | -2 | -3 | 17 | -8 | -11 | 88
29: Cc1cc(=O)oc2cc(OCc3ccc(S(=O)(=O)N4CCOCC4)cc3)ccc12
  9 | 102 | -3 | -3 | 103 | -3 | -2 | 13 | -6 | -1 | 106
30: O=C(CSc1nnc2ncccn12)N1CCCCCC1
  -1 | 102 | -1 | -9 | 102 | -2 | -2 | 24 | -8 | -10 | 102

10 of these compounds, set out differently:
#6 Cc1cc(S(=O)(=O)NCC(=O)O)ccc1F
#7 CS(=O)(=O)c1cccc(C(=O)NC(c2ccccc2)c2ccccc2)c1
#8 O=C(Nc1ccc(F)c(F)c1)c1ccc2c(c1)OCO2
#9 Cc1cc(CNC(=O)CCc2nnc(CCCc3ccccc3)o2)nn1C
#10 CCn1c(C)cc(/C=C2\NC(=O)N(CC(=O)Nc3cccc(C)c3)C2=O)c1C
#11 COc1cccc(-n2nnc3c(=O)n(Cc4ccccc4F)cnc32)c1
#12 O=C(c1ccc([N+](=O)[O-])cc1)N(Cc1ccc(Cl)cc1)N1C(=O)CCCC1=O
#13 Cc1cccc(NC(=O)C(=O)NCCCN2CCOCC2)c1
Assay by compound	6	7	8	9	10	11	12	13
Mcl1 Bid PPI	14	-17	-11	2	33	-20	1	-18
RGS4-Gao reg	89	102	104	98	99	89	105	104
Mcl-1 Bim block	-2	-5	-1	-2	0	-2	-5	-2
Bcl-2 Bim block	-3	-9	-8	-3	-3	-8	-2	-3
RGS8-Gao	92	100	101	93	98	93	104	102
Bim-Bcl-W	3	-1	2	-2	2	0	6	-1
Bcl-XL Bim block	1	-9	-2	-1	-3	-4	-11	0
GSH fluor	15	35	30	16	43	32	43	16
Bim-Bcl-B	-4	-8	-7	2	-4	-6	-6	-3
Bfl-1 Bim block	0	-16	-16	2	-3	-18	-8	-6
RGS7-Gao	95	100	100	100	96	89	101	97

#14 COc1ccc(C2Sc3nncn3N2Cc2ccc(C#N)cc2)cc1 (configuration not stated)
#15 CCOC(=O)Cc1cc(=O)n2[nH]cc(-c3cccc(Br)c3)c2n1
Assay by compound	14	15
Mcl1 Bid PPI	-15	-28
RGS4-Gao reg	100	104
Mcl-1 Bim block	0	-3
Bcl-2 Bim block	-3	0
RGS8-Gao	101	106
Bim-Bcl-W	0	-3
Bcl-XL Bim block	0	-2
GSH fluor	11	10
Bim-Bcl-B	0	1
Bfl-1 Bim block	0	5
RGS7-Gao	106	99

Other compounds
Sequence of screens – Mcl1 Bid PPI | RGS4-Gao reg | Mcl-1 Bim block | Bcl-2 Bim block | RGS8-Gao | Bim-Bcl-W | Bcl-XL Bim block | GSH fluor | Bim-Bcl-B | Bfl-1 Bim block | RGS7-Gao
31: CCCNNC(=O)C(O)(c1ccccc1)c1ccccc1
  -2 | 101 | 0 | -4 | 102 | 0 | 0 | 11 | 0 | -1 | 100
32: Cc1ccc(/C=C/c2nnc(-c3cccc(C)c3)o2)cc1
  -33 | 93 | -1 | -9 | 98 | 0 | -4 | 30 | -5 | -14 | 92
33: CN(C)c1ccc(CN2CCCCC2)cc1
  -24 | 102 | 1 | 1 | 103 | 0 | 1 | 12 | -1 | -9 | 103
34: CC(=O)Nc1cccc(NC(=O)C2CCCN2C(=O)Nc2ccc(Cl)cc2)c1 (configuration not stated)
  -20 | 99 | 0 | -6 | 98 | 0 | -1 | 29 | -7 | -12 | 101
35: Cc1ccc(C(=O)CSc2nnc(COc3cccc(C)c3)o2)cc1
  -1 | 96 | -2 | -10 | 99 | -5 | -5 | 14 | -7 | -11 | 97
36: Cc1cccc(-n2c(-c3csc(C)c3C)n[nH]c2=S)c1
  -42 | 101 | -9 | 1 | 99 | 0 | -1 | 6 | -27 | 8 | 105
37: CCc1nc(SCC(=O)Nc2c(C)n(C)n(-c3ccccc3)c2=O)n[nH]1
  0 | 102 | -4 | -13 | 100 | -4 | -6 | 28 | -11 | -17 | 106
38: O=C(c1cccc(F)c1)N1CCN(C(=O)C2CC2)CC1
  -10 | 99 | 2 | 2 | 104 | 2 | 1 | 6 | 2 | 0 | 102
39: CCN(CC)C(=O)c1sc2[nH]c(=S)n(-c3ccccc3)c(=O)c2c1C
  -37 | 102 | -6 | -16 | 97 | -2 | -10 | 13 | -13 | -10 | 100
40: NC(=S)Nc1cccc2cn[nH]c12
  -42 | 103 | -2 | 1 | 103 | -1 | -3 | 11 | -11 | 0 | ?
41: O=C(Oc1ccc(-c2nc(-c3ccccn3)no2)cc1)c1ccccc1
  -17 | 99 | -2 | -12 | 101 | -3 | -6 | 9 | -8 | -18 | 97
42: c1ccc(Oc2ccc3ccccc3n2)cc1
  -11 | 101 | 0 | -1 | 103 | -1 | -5 | 14 | 0 | -4 | 101
43: COC(=O)c1cc(-c2cccs2)nn1-c1ccccc1
  -16 | 107 | -1 | -1 | 103 | -3 | -5 | 15 | -5 | -6 | 101
44: COc1ccc(Sc2ccccc2CN(C)C)cc1OC
  5 | 107 | -6 | -8 | 101 | -2 | -6 | 22 | -1 | -1 | 112
45: O=C(CCNS(=O)(=O)c1ccc2c(c1)CCC(=O)N2)NCc1ccc2c(c1)OCO2
  -15 | 102 | -1 | -3 | 100 | -2 | -1 | 10 | -1 | -1 | 98
46: COc1cnc(N(C)C)nc1Sc1ccc(Cl)cc1
  -62 | 103 | -1 | -7 | 109 | 0 | -3 | 40 | -10 | -7 | 103
47: COc1ccc(C(=O)N2CCN(c3ccc(C)c(C)c3)CC2)cc1OC
  -17 | 100 | 0 | -6 | 100 | -3 | -3 | 19 | -4 | -11 | 96
48: COc1ccc2nc(Nc3ccccc3OC)sc2c1
  -22 | 88 | 0 | -4 | 92 | 0 | -5 | 17 | -10 | -8 | 92
49: CN(CC(=O)NCc1ccncc1)S(=O)(=O)c1ccc(F)cc1
  -8 | 106 | -3 | -5 | 112 | -6 | 3 | 48 | -4 | 0 | 102

Compound activity: PubChem BioAssay, several laboratories
